Compound activity as filed in PubChem.
TRb SRC2 PPI: inhibitors of human thyroid hormone receptor beta-SRC2 interaction; TRbeta-SRC2 peptide binding, fluorescence polarization; receptor liganded with 1 µM T3; Potency, µM (series often up to 106 µM), inactives show top-dose activity change, negative = inhibition, hits mostly inhibitors; hit rate 0.065% among 280,000; AID 1469;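 note: plate controls were bound peptide for no effect and peptide without receptor for full effect; nearly all actives have a fitted effect of over 50% in size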
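Assay buffer: 20 mM Tris-HCl, 100 mM NaCl, 10% glycerol, 1 mM EDTA, 0.01% NP-40, 1 mM DTT, 1 uM T3, 5% DMSO; TRb LBD 0.6 uM, Texas Red SRC2 20 nM; FP after 5 hr.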
aGal spleen mod: alpha-galactosidase A (human) modulation; human spleen homogenate, 4MU-alpha-Gal fluorescence, 40 min; Potency, µM (top dose mostly 80 µM), for inactives: at the highest dose activity change, negative = inhibition, most hits filed as inhibitors; hit rate 0.008% among 240,000;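 note: 0% = enzyme with vehicle and -100% = no enzyme basal signal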
Target sequence (P06280 32-429 limits assumed): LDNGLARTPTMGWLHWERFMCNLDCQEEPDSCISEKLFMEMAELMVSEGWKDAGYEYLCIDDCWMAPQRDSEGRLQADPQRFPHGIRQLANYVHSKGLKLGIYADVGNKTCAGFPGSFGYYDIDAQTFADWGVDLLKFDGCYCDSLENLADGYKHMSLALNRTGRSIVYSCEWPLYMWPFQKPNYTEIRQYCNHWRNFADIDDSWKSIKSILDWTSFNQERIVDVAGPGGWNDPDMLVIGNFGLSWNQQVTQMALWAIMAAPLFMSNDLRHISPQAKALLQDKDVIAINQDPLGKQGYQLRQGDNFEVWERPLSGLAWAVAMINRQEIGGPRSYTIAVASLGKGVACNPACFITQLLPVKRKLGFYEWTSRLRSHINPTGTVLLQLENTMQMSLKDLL
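qHTS titration in buffer at pH 5.0. Alpha-galactosidase activity in spleen homogenate was measured via 4-methylumbelliferone release from 1 mM fluorogenic substrate after 40 min at 37C and a pH 10 stop. AC50 came from Hill fits of control-normalized data.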
ALDH1A1 inh: blocks purified human ALDH1A1 activity; P00352; AID 1030; Purified ALDH1A1, NADH fluorescence, propionaldehyde substrate; Potency, µM (titrated, usually from 75.3 µM), for the others: at the top dose activity, negative = inhibition, usual class: inhibitors; hit rate 7.3% among 220,000; active = well fitted inhibition curve with a large enough effect, not every such curve was filed as active; inconclusive = small, poorly fitted or top-dose-only effect, or another doubt; inactive = no such curve, though single readings can be large or run the other way;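 note: plate controls were no enzyme wells and a reference inhibitor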
Target sequence (P00352 whole entry, looked up): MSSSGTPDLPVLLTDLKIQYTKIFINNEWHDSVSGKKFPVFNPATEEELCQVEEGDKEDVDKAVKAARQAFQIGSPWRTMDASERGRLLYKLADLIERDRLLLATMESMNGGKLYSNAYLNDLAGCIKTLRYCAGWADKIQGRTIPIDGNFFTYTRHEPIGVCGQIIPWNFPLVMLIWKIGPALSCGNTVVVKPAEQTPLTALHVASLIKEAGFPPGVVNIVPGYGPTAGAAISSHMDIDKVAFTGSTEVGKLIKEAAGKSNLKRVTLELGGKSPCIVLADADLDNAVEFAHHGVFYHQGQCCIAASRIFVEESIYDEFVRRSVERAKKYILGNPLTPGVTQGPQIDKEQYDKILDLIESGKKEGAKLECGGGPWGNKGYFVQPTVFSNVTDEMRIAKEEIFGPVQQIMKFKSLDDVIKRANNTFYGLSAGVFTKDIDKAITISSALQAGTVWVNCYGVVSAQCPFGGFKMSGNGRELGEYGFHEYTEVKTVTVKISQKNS
Tau ThT inhib: blocks human tau fibril formation measured by thioflavin T; hit rate 2.1% among 270,000; AID 1460; recombinant tau K18 P301L, heparin-induced fibrillization, ThT fluorescence; P10636; Potency, µM (titrated, usually from 57.4 µM), without a hit: top-dose activity, negative = inhibition, actives largely listed as inhibitors; note: nearly all actives have a fitted effect of over 55% in size
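Heparin-induced fibrillization of the P301L-mutant K18 repeat-domain fragment of human tau was followed by ThT binding in quantitative high-throughput format.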
TexasRed fluor: counter-screen for TRb-SRC2 inhibitors: fluorescence interference; hit rate 0.29% among 280,000; Potency, µM (highest dose often 106 µM), for inactives: top-dose fluorescence change, negative = quenching; TRb/SRC2 Texas Red total fluorescence interference; active = well fitted curve in either direction with a large enough effect; inconclusive = small, poorly fitted or top-dose-only effect
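Flags fluorescent or light-absorbing compounds by total fluorescence, S + 2P, at 555 nm excitation and 632 nm emission. Mixture: 20 nM Texas Red SRC2 peptide, 0.6 uM human TRb LBD, 1 uM T3, 5% DMSO; compound exposure 5 h at ambient temperature.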
Tau fluor cs: counter-screen for tau fibril formation inhibitors. tau K18 P301L Alexa594 fluorescence, heparin fibrillization. Potency, µM (top dose mostly 57.7 µM), without a hit: at the top dose activity change, negative = decrease. hit rate 0.93% among 280,000; note: nearly all actives have a fitted effect of over 55% in size
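Human tau K18 P301L (15 uM unlabeled, 0.24 uM Alexa 594-labeled) in 100 mM sodium acetate pH 7 with 20 uM heparin, 6 hr at 37 C. ThT 30 uM added, 1 hr ambient; Alexa 594 FP and total fluorescence read at 555/632 nm.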
Tau fibril FP: inhibitors of human tau fibril formation; K18 P301L tau heparin fibrillization, Alexa594 FP, 6 h; Potency, µM (series often up to 57.7 µM), without a hit: top-dose activity, negative = inhibition, actives largely listed as inhibitors; hit rate 0.39% among 280,000; AID 1468; note: nearly all actives have a fitted effect of over 55% in size
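Steps: dispense K18 P301L tau (15 uM plus 0.24 uM Alexa 594 tracer, final) in pH 7 sodium acetate; add compound; add heparin (20 uM final); incubate 6 hr, 37 C; add ThT (30 uM final); after 1 hr ambient, read FP.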
L3MBTL1 inh: blocks human L3MBTL1 | Q9Y468 | AlphaScreen L3MBTL1–H3K9me1 peptide binding | Potency, µM (titrated, usually from 57.1 µM), without a hit: at the top dose activity, negative = inhibition, hits mostly inhibitors | hit rate 0.66% among 230,000 | AID 485360; note: nearly all actives have a fitted effect of over 60% in size
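AlphaScreen proximity signal between nickel-chelate acceptor and streptavidin donor beads (final 10 ug/mL) reports binding of 50 nM L3MBTL1 to 75 nM biotin-H3 K9me1 peptide; complex incubated with compounds 30 min at room temperature; cefsulodin titration as control.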
Starred values were filed as active, the others as inactive; ? = inconclusive; / = no result given; [ ] = another dose, or the depositor's remark. Unless noted, calls come from the whole dose curve; as a rule, active = well fitted curve in the direction sought with a large enough effect; inconclusive = small, poorly fitted or top-dose-only effect, or another doubt; inactive = no such curve, though single readings can be large; an effect the other way counts as inactive or inconclusive. Unless noted, % is set by controls: 0 for no effect and ±100 for the full control effect; potency is the fitted concentration of half-maximal effect.

No.	mol	aGal spleen mod	Tau ThT inhib	ALDH1A1 inh	TexasRed fluor
1	COc1cccc(CNC(=O)CCC(=O)N2Cc3cccc(OC)c3Oc3ncccc32)c1OC	/	-3%	/	-6%
2	CCOc1ccc(S(=O)(=O)N(CC(=O)N/N=C/c2ccc(-c3ccc([N+](=O)[O-])cc3)o2)c2ccccc2)cc1	-3%	?	25µM*	?
3	COc1cc(CCN2C(=O)c3cccc4cccc(c34)C2=O)c(S(=O)(=O)NCCCO)cc1OC	-15%	-11%	-5%	-2%
4	Cc1sc2c(c1C)c(=O)nc1scc(CC(=O)O)n12	1%	1%	8%	0%
5	O=C1C2C(C(=O)N1CC1CCCO1)C1C=CC2C12CC2 (stereo unspecified)	2%	-2%	-13%	0%
6	CCOc1ccc2c(c1)c(=O)c(S(=O)(=O)c1ccc(CC)cc1)cn2CC	/	-13%	/	0%
7	CCn1c(C)nc2cc(C(=O)N/N=C/c3ccccc3)ccc21	-1%	-10%	1%	2%
8	CCOC(=O)c1ccc(NC(=O)CSc2nccn2C)cc1	2%	?	?	0%
9	C=C1CCN([C@H](C(=O)NCc2ccc(Cl)c(Cl)c2)C(C)C)S(=O)(=O)c2ccccc21	-2%	-11%	/	1%
10	CC(C)CC1(C)NC(=O)N(CC(=O)Nc2ccc3c(c2)CCC3)C1=O (stereo unspecified)	-5%	-6%	9%	6%
11	Cc1cc(NC(=O)c2ccc(S(=O)(=O)N(C)CC3CCCO3)cc2)no1 (stereo unspecified)	-14%	-4%	-4%	2%
12	Cc1ccc2[nH]c(=O)c3cc(C(=O)N4CCN(C(=O)c5ccco5)CC4)sc3c2c1	5%	?	?	-2%
13	Cc1nnc2ccc(N3CCN(c4cccc(C(F)(F)F)c4)CC3)nn12	-1%	?	3%	-5%
14	COc1ccc(OCCC(=O)NC2CCCCC2)cc1	8%	-6%	-1%	0%
15	Cc1ccccc1-c1noc(-c2cccnc2NCc2ccco2)n1	/	7%	/	-1%

No.	Tau fibril FP	TRb SRC2 PPI	L3MBTL1 inh	Tau fluor cs
1	-10%	6%	/	-3%
2	3%	13%	?	?
3	5%	3%	-7%	-7%
4	-4%	-3%	/	-5%
5	-5%	-4%	/	-3%
6	0%	-10%	/	-16%
7	-3%	-6%	-10%	-2%
8	-5%	1%	/	-18%
9	1%	-1%	/	-25%
10	2%	-2%	5%	-5%
11	-13%	-3%	/	-6%
12	-2%	-6%	/	-9%
13	4%	-8%	-9%	1%
14	?	3%	4%	4%
15	-5%	-1%	/	6%

Entries 7 to 15 of the list above:
No.	mol	aGal spleen mod	Tau ThT inhib	ALDH1A1 inh	TexasRed fluor
7	CCn1c(C)nc2cc(C(=O)N/N=C/c3ccccc3)ccc21	-1%	-10%	1%	2%
8	CCOC(=O)c1ccc(NC(=O)CSc2nccn2C)cc1	2%	?	?	0%
9	C=C1CCN([C@H](C(=O)NCc2ccc(Cl)c(Cl)c2)C(C)C)S(=O)(=O)c2ccccc21	-2%	-11%	/	1%
10	CC(C)CC1(C)NC(=O)N(CC(=O)Nc2ccc3c(c2)CCC3)C1=O (stereo unspecified)	-5%	-6%	9%	6%
11	Cc1cc(NC(=O)c2ccc(S(=O)(=O)N(C)CC3CCCO3)cc2)no1 (stereo unspecified)	-14%	-4%	-4%	2%
12	Cc1ccc2[nH]c(=O)c3cc(C(=O)N4CCN(C(=O)c5ccco5)CC4)sc3c2c1	5%	?	?	-2%
13	Cc1nnc2ccc(N3CCN(c4cccc(C(F)(F)F)c4)CC3)nn12	-1%	?	3%	-5%
14	COc1ccc(OCCC(=O)NC2CCCCC2)cc1	8%	-6%	-1%	0%
15	Cc1ccccc1-c1noc(-c2cccnc2NCc2ccco2)n1	/	7%	/	-1%

No.	Tau fibril FP	TRb SRC2 PPI	L3MBTL1 inh	Tau fluor cs
7	-3%	-6%	-10%	-2%
8	-5%	1%	/	-18%
9	1%	-1%	/	-25%
10	2%	-2%	5%	-5%
11	-13%	-3%	/	-6%
12	-2%	-6%	/	-9%
13	4%	-8%	-9%	1%
14	?	3%	4%	4%
15	-5%	-1%	/	6%

Remaining list, next part:
No.	mol	aGal spleen mod	Tau ThT inhib	ALDH1A1 inh	TexasRed fluor
16	CCOc1ccccc1NC(=S)Nc1ccc(S(N)(=O)=O)cc1	-1%	-6%	-7%	0%
17	O=C(CN1C(=O)COc2ccc(S(=O)(=O)N3CCCC3)cc21)NC1CC1	7%	/	/	-3%
18	CCN(CC)C(=O)Cc1c(O)c2ccccc2[nH]c1=O	5%	-1%	/	-1%
19	COC(CNC(=O)CC1C(=O)N(Cc2ccccc2)C(C)c2nc3ccccc3n21)OC (stereo unspecified)	0%	-7%	3%	1%
20	CCOc1ccc(NC(=O)Cn2nc(Cc3ccncc3)c3ccccc3c2=O)cc1	/	-4%	/	-3%
21	CC1CC(C)CN(C(=O)CCNS(=O)(=O)c2cccs2)C1 (stereo unspecified)	-6%	-5%	-6%	-3%
22	CCC1=C(c2ccc(C)cc2)S(=O)(=O)N=C1N1CCC(C(=O)Nc2ccccc2C(=O)OC)CC1	/	-11%	/	-5%
23	O=C(CNC(=S)NC(=O)c1ccccc1)c1ccccc1	-3%	3%	?	-2%
24	COCCCN1C(=O)C(=O)/C(=C(/O)c2ccc(OC)cc2)C12C(=O)N(C)c1ccccc12 (stereo unspecified)	7%	-2%	5%	0%
25	CCCCNC(=O)C1CCCN1C(=O)NC1CCCCC1 (stereo unspecified)	-3%	0%	4%	-3%
26	Cc1[nH]c2ccccc2c1CCN(Cc1cccnc1)C(=S)Nc1ccc(F)cc1	-15%	-11%	?	-2%
27	CCOC(=O)c1sc2nc(N3CCOCC3)c3c(c2c1N)CCCC3	15%	-12%	?	-2%
28	O=C(NN1C(=O)c2ccc(-c3ccc4c(c3)C(=O)N(NC(=O)c3cccnc3)C4=O)cc2C1=O)c1cccnc1	3%	8%	13%	0%
29	CCn1c(SCc2ccc(C(=O)OC)o2)nnc1-c1c[nH]c2ccccc12	4%	-22%	?	-10%
30	CC(=O)c1ccc(OC2OCCOC2Oc2ccc(C(C)=O)cc2)cc1 (stereo unspecified)	-7%	-12%	9%	-5%

No.	Tau fibril FP	TRb SRC2 PPI	L3MBTL1 inh	Tau fluor cs
16	-8%	-10%	-10%	-6%
17	2%	0%	/	3%
18	-7%	4%	-9%	0%
19	-9%	-4%	/	-9%
20	6%	-4%	/	-9%
21	7%	-2%	-8%	-4%
22	3%	2%	/	-16%
23	-8%	-1%	3%	1%
24	-1%	5%	/	-1%
25	5%	-2%	2%	6%
26	13%	-5%	/	?
27	-2%	1%	7%	-18%
28	4%	0%	-20%	3%
29	9%	-4%	/	-16%
30	-5%	-3%	5%	-4%

Going on with the list:
No.	mol	aGal spleen mod	Tau ThT inhib	ALDH1A1 inh	TexasRed fluor
31	O=C(c1ccco1)N1CCN(C(=O)c2cc3c(=O)oc4ccccc4c3s2)CC1	17%	-14%	8%	-1%
32	O=C(Cn1nnnc1-c1ccccc1F)Nc1ccc(OC(F)(F)F)cc1	/	5%	/	0%
33	COc1ccc(Cn2cc(C(=O)c3ccccc3)c(=O)c3cc(OC)ccc32)cc1	0%	-9%	-16%	-1%
34	COC(=O)c1sccc1NC(=O)CSc1ccccc1NC(=O)CNC(C)C	3%	-5%	3.5µM*	-5%
35	O=C(c1ccc(F)cc1)N1CCC(c2nc3ccccc3o2)CC1	/	0%	/	2%
36	C=CCN1C(=O)/C(=C\c2ccc(C)cc2)N=C1SCC(=O)NCCC	3%	-6%	?	1%
37	O=C1C(O)CC2c3ccccc3CC3(CCCC3)N12 (stereo unspecified)	-1%	?	9%	0%
38	CCC(=O)Nc1cc(NC(=O)CSc2ncc(-c3ccc(F)cc3)n2Cc2ccco2)ccc1C	-1%	?	-7%	0%
39	CCOC(=O)C(C(C)=O)c1nc(C)nc2c1nnn2Cc1ccccc1Cl (stereo unspecified)	3%	8%	0%	4%
40	O=C(Cn1c(=O)n(Cc2ccco2)c(=O)c2c3c(sc21)CCCC3)Nc1ccccc1	-2%	-1%	?	-2%
41	Cc1ccc2c(c1)nnn2C1CCN(CC(=O)N2c3ccccc3CC2C)CC1 (stereo unspecified)	-12%	-12%	-7%	-1%
42	CCc1nnc(NC(=O)C2CCCN(c3nc4ccccc4s3)C2)s1 (stereo unspecified)	-9%	0%	5%	2%
43	O=C(Nc1cc(C(F)(F)F)ccc1N1CCCCC1)c1ccc(Br)o1	-7%	-15%	5%	-3%
44	O=C(NCCc1ccccc1)c1cnc2sc(N3CCCCCC3)nn2c1=O	/	-4%	/	-21%
45	Cc1ccc(-n2[nH]c(=O)c3cccnc32)cc1	-3%	-14%	4%	-3%

No.	Tau fibril FP	TRb SRC2 PPI	L3MBTL1 inh	Tau fluor cs
31	-15%	-9%	10%	-10%
32	-4%	6%	/	0%
33	4%	0%	-2%	-3%
34	-1%	-1%	1%[11.4 µM]	-9%
35	-6%	-3%	/	-7%
36	-4%	-10%	/	-10%
37	-11%	3%	6%	-23%
38	9%	2%	-10%	-23%
39	6%	-22%	-13%	6%
40	-15%	-5%	-10%	?
41	-2%	5%	-5%	-3%
42	2%	-2%	1%	-3%
43	-8%	-1%	5%	-15%
44	-6%	0%	/	-11%
45	1%	-2%	9%	-4%
